High-throughput results as filed in PubChem BioAssay.
MsrA act = activates bovine MsrA enzyme; purified bovine MsrA, absorbance read-out; activation, % at 10.6 µM; 360,000 tested, 0.3% active; AID 602163; in the data active = activation above about 7.5%;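 also: 0% = vehicle and 100% = reference activator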
E coli Lon inh = E. coli protease La inhibition | P0A9M0 | purified E. coli Lon protease, fluorescence polarization | inhibition, % at 7.94 µM | 360,000 tested, 0.42% active; in the data active = inhibition above about 13%, passing the limit was not always enough;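 also: 0% = enzyme with probe and DMSO and 100% = no enzyme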
Neddyl block = blocks human cullin neddylation | 360,000 tested, 0.58% active | P61081+Q13564 | TR-FRET cullin neddylation, biochemical | calls only at 25 µM; in the data active = inhibition above about 36%
SKN-1 block = blocks SKN-1 activity in C. elegans; C. elegans VP596 Pgst-4::GFP/RFP ratio, acrylamide-induced, 24 h; 360,000 tested, 0.49% active; inhibition, % at 21.8 µM; AID 624304;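 active = interference check ratio from 0.5 to 1.5 plus GFP to RFP signal ratio inhibition reaching or exceeding a fixed threshold, cut at about 30% in these data, passing the limit was not always enough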; also: some compounds called inactive have numbers as strong as hits
CendR NRP1 mod = NRP-1/CendR interaction modulation; 360,000 tested, 0.85% active; O14786; FAM-RPARPAR peptide binding to NRP-1, fluorescence polarization; inhibition, % at 25 µM; AID 602438;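 active = inhibition or corrected inhibition above about 18%, plus a signal ratio from 0.5 to 1.5, limit read from the data, passing the limit was not always enough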; also: strong numbers were not always called active
Target sequence (O14786 whole entry, looked up): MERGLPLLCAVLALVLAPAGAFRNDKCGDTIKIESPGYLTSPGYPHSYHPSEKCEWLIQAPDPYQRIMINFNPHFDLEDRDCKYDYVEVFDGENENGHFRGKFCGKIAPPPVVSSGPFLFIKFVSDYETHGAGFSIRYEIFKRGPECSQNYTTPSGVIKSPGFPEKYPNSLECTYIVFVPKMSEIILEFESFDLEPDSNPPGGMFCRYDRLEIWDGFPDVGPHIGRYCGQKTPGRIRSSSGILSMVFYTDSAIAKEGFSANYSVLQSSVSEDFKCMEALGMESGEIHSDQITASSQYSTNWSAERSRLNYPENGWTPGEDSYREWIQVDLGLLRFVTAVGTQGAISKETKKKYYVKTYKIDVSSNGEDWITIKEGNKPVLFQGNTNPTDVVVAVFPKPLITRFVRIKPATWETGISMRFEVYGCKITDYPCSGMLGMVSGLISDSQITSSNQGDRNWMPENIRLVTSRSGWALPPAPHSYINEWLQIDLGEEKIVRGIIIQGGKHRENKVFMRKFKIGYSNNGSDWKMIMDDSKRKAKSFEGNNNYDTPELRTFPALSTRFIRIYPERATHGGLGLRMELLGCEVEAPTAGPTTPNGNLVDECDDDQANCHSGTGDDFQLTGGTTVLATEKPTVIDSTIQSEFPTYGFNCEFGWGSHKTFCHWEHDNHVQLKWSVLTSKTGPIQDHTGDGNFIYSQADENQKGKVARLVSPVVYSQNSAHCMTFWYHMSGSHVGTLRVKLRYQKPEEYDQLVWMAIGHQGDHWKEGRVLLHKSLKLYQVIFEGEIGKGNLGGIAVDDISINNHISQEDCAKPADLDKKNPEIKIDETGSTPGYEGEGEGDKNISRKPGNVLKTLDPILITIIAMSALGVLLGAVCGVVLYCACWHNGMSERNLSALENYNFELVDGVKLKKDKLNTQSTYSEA
FAS-TE inh = blocks the thioesterase domain of human fatty acid synthase. recombinant FAS-TE, OMFH fluorogenic substrate, fluorescence endpoint. 360,000 tested, 0.67% active. AID 602261. inhibition, % at 15 µM. P49327;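 active = compounds whose normalised, plate-corrected inhibition of enzyme fluorescence in the single-dose primary screen is 50% or more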;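 also: 0% = DMSO with enzyme and 100% = substrate without enzyme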
MT1-MMP act inh = inhibitors of human MT1-MMP activation. GFP/RFP ratio change, % at 20 µM. P50281. AID 651647. 360,000 tested, 0.061% active. HT1080 RFP-PRO-GFP cells, GFP/RFP ratio fluorescence, overnight; percent of plate control window, DMSO zero;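 active = GFP/RFP ratio change of at least 30% with cell ATP level not reduced by more than half and red fluorescence within 50% of control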; also: strong numbers were not always called active
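Assay system: RFP-PRO-GFP reporter HT1080 cells; read-out basis: GFP/RFP fluorescence ratio; benchmarks: DMSO wells and RFP-L50D-GFP cells; doses: 20 µM single dose, 1% DMSO; schedule: overnight cell settling, then overnight compound exposure, 37 °C, 5% CO2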
PABP1 MLLE inh = blocks PAM2 peptide binding to the PABP1 MLLE domain; 360,000 tested, 0.36% active; inhibition, % at 20 µM; GST-MLLE / FITC-PAM2 fluorescence polarization; in the data active = inhibition above about 35%, passing the limit was not always enough;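 also: plate controls were DMSO wells with GST-MLLE for no effect and wells lacking GST-MLLE protein for full effect; some results filed as inactive read as strong as hits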
Rin1 Abl inh = inhibitors of human Rin1-Abl protein interaction; P00519+Q13671; TR-FRET Rin1/Abl binding, biochemical; inhibition, % at 7.35 µM; 360,000 tested, 0.4% active; in the data active = inhibition above about 5%, passing the limit was not always enough
Active calls of the source: *; i = inactive; nt = not tested or not shown; + = active, no number.

SMILES	MsrA act	E coli Lon inh	Neddyl block	SKN-1 block	CendR NRP1 mod	FAS-TE inh	MT1-MMP act inh	PABP1 MLLE inh	Rin1 Abl inh
O=C(COc1ccc(-c2ccccc2)cc1)NNC(=O)Nc1ccc(F)cc1F	-3	4	i	-13	17	-5	-1	9	-5
Cc1cc(C)c2nc(N3CCC(C(=O)NCCN4CCOCC4)CC3)sc2c1	-1	7	i	-7	-3	-5	nt	-8	1
COc1ccc(NC(=O)C2CC(=O)N(c3ccccc3C)C2)c(OC)c1 (configuration not stated)	-5	4	i	-11	-3	-4	-2	4	-1
Cc1ccc(S(=O)(=O)NNC(=O)c2snnc2C)cc1	-1	-6	i	-3	9	-4	2	6	0
CSc1ccc(/C=N/N(C)S(=O)(=O)c2ccc(C)cc2)cc1	-6	2	i	-5	4	23	3	13	-2
COc1ccc(OC)c(/C=N/NC(=O)c2ccc(Cn3cc([N+](=O)[O-])cn3)o2)c1	-6	-18	i	14	-7	6	0	2	-4
COC(=O)c1ccc2nc(-c3ccccc3)c(Cc3cccc(F)c3)n2c1	-2	2	i	16	-18	18	-8	nt	nt
COc1cccc(C(=O)C2CCCN(C(=O)CCc3scnc3C)C2)c1 (configuration not stated)	-3	-1	i	13	7	-2	0	-10	5
CC(C)COC(=O)Nc1nnc(SCc2ccccc2F)s1	-2	1	i	15	-7	-3	4	0	-3
CCN1CCN(C(=O)c2cc3c(=O)n(C)c4ccccc4c3n2C)CC1	-7	0	i	-16	3	-7	1	23	-6
CCN(c1ccc(OC)cc1)S(=O)(=O)N1CCCC(C(=O)NCc2ccccc2Br)C1 (configuration not stated)	-3	-3	i	6	-10	16	1	0	0
CCc1ccc(NC(=O)c2sc3nc4n(c(=O)c3c2C)CCC4)cc1	-8	7	i	-21	-1	5	5	-4	1
O=C(COC(=O)c1ccco1)Nc1ccc2[nH]c(=O)[nH]c2c1	-6	-13	i	0	-1	-8	2	18	4
CCOC(=O)c1c(C)[nH]c(C)c1C(=O)COC(=O)/C=C/c1ccc(OC)cc1	-4	-9	i	11	4	7	-9	-3	-1
Cc1ccc2nc(SCC(=O)c3ccc(Cl)cc3)nc(=O)n2c1	2	1	i	-13	5	8	4	4	-1
CCN(CC)C(=O)c1ccc(C(=O)Nc2ccc(F)cc2)cc1	-1	-14	i	7	9	-14	0	0	1
CCOC(=O)C1=C(Cc2ccc(F)cc2)C(=O)c2ccccc2C1=O	3	-9	i	29	-17	35	-76	16	3
CCOC(=O)C1CCN(CC(=O)N2C(C)CCCC2C)CC1 (configuration not stated)	-4	1	i	-17	-2	-8	1	1	0
CCOC(=O)NC(N(O)c1cccc(Cl)c1)C(Cl)(Cl)Cl (configuration not stated)	0	-5	i	8	5	11	1	4	-1
Cc1cc(C(=O)CSc2nc(N)cc(=O)[nH]2)c(C)n1CCc1ccc(Cl)cc1	4	0	i	3	-13	5	-11	12	-6

A second format for 3 compounds above.
mol | MsrA act | E coli Lon inh | Neddyl block | SKN-1 block | CendR NRP1 mod | FAS-TE inh | MT1-MMP act inh | PABP1 MLLE inh | Rin1 Abl inh
Cc1ccc(S(=O)(=O)NNC(=O)c2snnc2C)cc1 | -1 | -6 | i | -3 | 9 | -4 | 2 | 6 | 0
CSc1ccc(/C=N/N(C)S(=O)(=O)c2ccc(C)cc2)cc1 | -6 | 2 | i | -5 | 4 | 23 | 3 | 13 | -2
COc1ccc(OC)c(/C=N/NC(=O)c2ccc(Cn3cc([N+](=O)[O-])cn3)o2)c1 | -6 | -18 | i | 14 | -7 | 6 | 0 | 2 | -4

New compounds follow
SMILES	MsrA act	E coli Lon inh	Neddyl block	SKN-1 block	CendR NRP1 mod	FAS-TE inh	MT1-MMP act inh	PABP1 MLLE inh	Rin1 Abl inh
CN(C)C(=O)CSc1nnc(-c2ccc(F)cc2)c2ccccc12	-8	2	i	-11	-109	2	6	-5	0
CCc1ccc(OCC(=O)NCc2ccco2)c(Br)c1	-11	7	i	-5	15	1	nt	-12	5
Cc1cc(NS(C)(=O)=O)c(=O)n(Cc2cccc(F)c2)c1	0	-18	i	-3	-8	-3	-11	-14	-1
Cc1ccccc1C(=O)NCC(=O)OCCCOC(=O)CNC(=O)c1ccccc1C	-2	-7	i	-3	5	-6	3	-8	-1
Cc1cccc(C)c1NC(=O)C(c1ccc(C(F)(F)F)cc1)n1c(=O)c(-c2ccco2)nc2ccccc21 (configuration not stated)	nt	nt	i	8	-67	nt	-11	nt	nt
Cc1ccc(C)c(N2CCN(S(=O)(=O)c3c(C)noc3C)CC2)c1	-4	2	i	10	5	22	-6	8	-4
Cc1ccc(C2=CSC3=NS(=O)(=O)CCN23)cc1	-14	5	i	-3	-12	-9	nt	-4	-2
Cc1ccccc1S(=O)(=O)NC(=O)C1(C)CCN1C(=O)c1cccc(F)c1 (configuration not stated)	0	0	i	17	6	-7	-1	-2	-3
CCC(CC)C(=O)N(CCc1ccc(OC)cc1)Cc1nc2ccccc2c(=O)[nH]1	1	1	i	13	-9	7	-7	4	0
CC(=O)c1ccc(C(=O)Nc2sc3c(c2C(N)=O)CCN(Cc2ccccc2)C3)cc1	-4	i	i	-15	137	-63	-70	-47	-2
COc1cccc(-c2cc(C(F)(F)F)nc(-n3cc(C)cn3)n2)c1	-4	2	i	-1	3	12	-3	7	-1
Cc1ccccc1-c1cc(-c2ccccc2O)on1	-9	7	i	17	15	28	-4	12	3
CCN(CC)Cc1cc(O)c(CN(CC)CC)cc1O	-5	35*	i	1	22	-9	-10	74*	11*
O=C(NCc1ccco1)C12CN(Cc3ccccc3)CC1C(c1ccc([N+](=O)[O-])cc1)=NO2 (configuration not stated)	-2	-4	i	2	3	14	-2	10	0
CC(=O)NC12CC3CC(C1)CC(C(=O)N1CCN(C(=O)c4ccco4)CC1)(C3)C2	-3	-2	i	16	-5	-5	3	-8	-3
CCCCOc1cccc(C(=O)Nc2ccc(NC(=O)c3cccs3)cc2)c1	-1	-2	i	27	0	0	2	3	4
CC(=O)Nc1ccc(SCC(=O)O)cc1	-5	-5	i	8	-8	-6	-1	21	4
COc1cc(C(=O)Nc2nnc(CC(=O)N3CCOCC3)s2)cc(OC)c1OC	-10	-5	i	-8	-5	-6	4	-15	1
COc1cc(/C=C(\CCC(=O)O)c2nc3ccccc3s2)ccc1OCC(=O)Nc1c(Cl)cccc1Cl	-2	-5	+	16	-55	0	-4	-5	2
CN1CCN(C(=O)c2ccccc2NC(=O)Cc2ccccc2)CC1	-3	6	i	1	15	-6	5	8	-4

Overlap with the part before: five compounds, followed by the next part.
SMILES	MsrA act	E coli Lon inh	Neddyl block	SKN-1 block	CendR NRP1 mod	FAS-TE inh	MT1-MMP act inh	PABP1 MLLE inh	Rin1 Abl inh
CCCCOc1cccc(C(=O)Nc2ccc(NC(=O)c3cccs3)cc2)c1	-1	-2	i	27	0	0	2	3	4
CC(=O)Nc1ccc(SCC(=O)O)cc1	-5	-5	i	8	-8	-6	-1	21	4
COc1cc(C(=O)Nc2nnc(CC(=O)N3CCOCC3)s2)cc(OC)c1OC	-10	-5	i	-8	-5	-6	4	-15	1
COc1cc(/C=C(\CCC(=O)O)c2nc3ccccc3s2)ccc1OCC(=O)Nc1c(Cl)cccc1Cl	-2	-5	+	16	-55	0	-4	-5	2
CN1CCN(C(=O)c2ccccc2NC(=O)Cc2ccccc2)CC1	-3	6	i	1	15	-6	5	8	-4
OCCCCNCc1cc(Br)ccc1OCc1ccccc1	-3	-8	i	12	5	-8	0	-3	1
Cc1cc(C)nc(Nc2nc(C(N)Cc3ccc(C(F)(F)F)cc3)cs2)n1 (configuration not stated)	3	-9	i	-4	-12	-6	-2	5	-2
C#CCONC(=O)c1cc(OCC(F)(F)F)ccc1OCC(F)(F)F	-3	-7	i	-10	-12	-7	0	-10	-1
COC(=O)c1ccc(CNC(=O)c2ccccc2C(=O)NCC2(CBr)OCCO2)cc1	-1	-5	i	-1	-2	-3	nt	4	-3
Cn1c(=O)cc(SCC(=O)NCCC2=CCCCC2)c2ccccc21	-2	-1	i	5	-3	12	4	10	-13
CCS(=O)(=O)n1nc(-c2ccc(OC)cc2)nc1SC	-1	-4	i	2	-13	5	-1	-7	-1
CC(C)NOC(=O)c1ccc(Cl)cc1	-2	-8	i	14	-1	-2	-1	7	1
CC(C)C(=O)NC(c1ccc(N(C)C)cc1)c1c(O)ccc2ccccc12 (configuration not stated)	-4	-8	i	9	-2	0	-2	-3	-1
CCCC(C)C(=O)N(Cc1ccccc1)c1ccccn1 (configuration not stated)	-1	10	i	3	-12	-3	-3	15	3
CC(C)CN(C(=O)COC(=O)c1cc2c(s1)CCC2)C1CCS(=O)(=O)C1 (configuration not stated)	-2	4	i	3	3	-2	-1	1	3
Cc1ccccc1-c1nsc(SCC(=O)c2ccc(Cl)cc2)n1	-1	2	i	7	-6	17	2	-53	-3
Cc1ccc(NC(=O)CN(C)CC(=O)Nc2ccccc2C(=O)Nc2ccccc2)cc1	-2	3	i	-1	-6	0	3	6	0
Cc1c(/C=N\NC(=O)c2ccc(F)cc2)cnn1C	-5	-18	i	1	5	-8	3	-3	1
